# APJ antag – APJ receptor antagonism | P35414 | CHO-K1 APJ beta-arrestin complementation, luminescence | inhibition, % at 20 µM | 330,000 compounds, 0.32% hits | AID 2521;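 active means inhibition above about 40% at 20 µM, limit read from the data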;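 further: cells challenged with 10 nM apelin-13 agonist together with compound; plate controls were apelin-13 plus DMSO wells for no effect and DMSO wells lacking apelin-13 for full effect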
# 697 NFkB inh – lowers PMA/ionomycin-induced NF-kB signal in 697 B cells. 697 B-cell NF-kB luciferase reporter, 16 h. 330,000 compounds, 0.33% hits. AID 435022. inhibition, % at 4 µM; in the data active means inhibition above about 35%
# Jurkat NFkB inh – inhibitors of the PMA/ionomycin-induced NF-kB reporter in Jurkat cells; PMA/ionomycin-induced NF-kB luciferase reporter, luminescence; inhibition, % at 4 µM; 330,000 compounds, 0.53% hits; in the data active means inhibition above about 50%
# Gli-Sufu block – Gli-Sufu pathway antagonism. Sufu-KO-LIGHT fibroblasts, Gli luciferase reporter luminescence. inhibition, % at 5 µM. 340,000 compounds, 0.74% hits. AID 588413;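 active means inhibition above about 55%, limit read from the data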;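 further: 0% = DMSO-treated cells and 100% = wells with medium but no cells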
# EBI2 antag – antagonists of human EBI2 receptor; P32249; EBI2 beta-arrestin recruitment, luminescence, 7a,25-OHC stimulated; inhibition, % at 5 µM; 360,000 compounds, 0.81% hits; in the data active means inhibition above about 38%;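 further: enzyme fragment complementation signal reports receptor beta-arrestin coupling in cells; 0% = agonist plus DMSO wells and 100% = wells without agonist; some results beyond the cut were filed as inactive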
# CCR6 antag – antagonists of human CCR6 receptor; P51684; CHO-K1 CCR6 PathHunter beta-arrestin, luminescence, CCL20-stimulated; inhibition, % at 20 µM; 340,000 compounds, 0.49% hits;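 active means compounds whose inhibition of the agonist-driven luminescence signal at 20 µM reaches about 50%, limit read from the data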;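 further: cells stimulated with CCL20 at 14 nM final; plate controls were DMSO with CCL20 for no effect and DMSO without agonist for full effect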
# Target sequence (P51684 whole entry, looked up): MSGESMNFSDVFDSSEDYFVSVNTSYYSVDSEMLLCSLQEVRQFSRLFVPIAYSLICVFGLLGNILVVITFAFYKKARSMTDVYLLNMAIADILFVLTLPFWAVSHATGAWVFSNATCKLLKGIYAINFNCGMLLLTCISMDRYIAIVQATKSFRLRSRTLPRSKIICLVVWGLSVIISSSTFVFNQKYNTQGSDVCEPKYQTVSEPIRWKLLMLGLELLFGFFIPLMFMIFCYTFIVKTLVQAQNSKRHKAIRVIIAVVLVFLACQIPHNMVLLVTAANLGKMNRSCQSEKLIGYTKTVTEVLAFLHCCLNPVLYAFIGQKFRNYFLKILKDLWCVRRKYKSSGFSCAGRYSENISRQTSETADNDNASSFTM
# UBC13 inh – inhibitors of human UBC13 polyubiquitin chain formation | AID 485273 | inhibition, % at 20 µM | TR-FRET | P61088 | 330,000 compounds, 0.47% hits; in the data active means inhibition above about 45%, passing the limit was not always enough
# Target sequence (P61088 whole entry, looked up): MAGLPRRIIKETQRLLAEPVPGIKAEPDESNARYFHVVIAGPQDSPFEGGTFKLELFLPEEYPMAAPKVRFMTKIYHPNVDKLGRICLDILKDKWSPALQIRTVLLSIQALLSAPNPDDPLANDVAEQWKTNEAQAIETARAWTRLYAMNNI
# CXCR6 inh – inhibitors of human CXCR6 receptor | O00574 | CHO-K1 PathHunter CXCR6 beta-arrestin, luminescence | inhibition, % at 20 µM | 360,000 compounds, 0.36% hits; in the data active means inhibition above about 34%, passing the limit was not always enough;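 further: antagonist mode with CXCL16 agonist at 10 nM final; 0% = 10 nM CXCL16 with DMSO and 100% = unstimulated wells without agonist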
# Target sequence (O00574 whole entry, looked up): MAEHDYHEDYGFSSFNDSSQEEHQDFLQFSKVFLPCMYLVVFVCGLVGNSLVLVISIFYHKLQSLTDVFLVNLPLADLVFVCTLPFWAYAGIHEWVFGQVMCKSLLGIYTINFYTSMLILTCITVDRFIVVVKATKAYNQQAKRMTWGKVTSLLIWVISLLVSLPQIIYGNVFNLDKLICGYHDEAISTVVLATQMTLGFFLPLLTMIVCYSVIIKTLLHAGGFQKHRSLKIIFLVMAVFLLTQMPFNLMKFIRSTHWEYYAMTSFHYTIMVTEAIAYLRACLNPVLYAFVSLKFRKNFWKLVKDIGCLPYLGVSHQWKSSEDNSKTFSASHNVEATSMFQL
# The depositor's hits bear a star; . = no result given.
mol	APJ antag	697 NFkB inh	Jurkat NFkB inh	Gli-Sufu block	EBI2 antag	CCR6 antag	UBC13 inh	CXCR6 inh
Cc1ccc(C)c(OCC(=O)Nc2nc3ccc([N+](=O)[O-])cc3s2)c1C	3	-6	15	8	10	14	5	7
O=C(Nc1ccc([N+](=O)[O-])cc1)NN1CCCCCC1	.	.	.	-5	8	16	.	-1
CN(CC(O)COc1ccc2ccccc2c1)C1CCCCC1 (stereo unspecified)	-3	18	-3	-7	20	2	16	-12
Cc1ccccc1C(=O)N1CCC(C(=O)N2CCN(S(=O)(=O)c3ccccc3F)CC2)CC1	2	27	-2	-18	1	4	2	-4
O=C(Nc1cccc(Cl)c1)OCCN1CCN(Cc2ccccc2)CCC1=O	0	-2	-6	-2	2	2	10	-2
O=C(Nc1nnc(-c2ccco2)s1)C1CC1	-1	-15	-19	-30	-14	-11	4	-5
COc1cc(=O)[nH]c(SC(C)C(=O)Nc2ccc3ccccc3c2)n1 (stereo unspecified)	-18	14	-4	18	-1	10	2	-6
Cc1ccccc1C(=O)c1ccccc1C(=O)c1ccccc1	.	.	.	3	3	15	.	2
C[C@H](CO)N1C[C@H](C)[C@@H](CN(C)CC2CCCCC2)Oc2ccc(NC(=O)Cn3cnnn3)cc2C1=O	-1	-2	4	0	2	12	5	0
COc1ccc(-n2c(C)csc2=S)cc1	18	-30	6	-3	0	5	3	-5

# Gathered by group: the entries above with a halogen (2)
mol	APJ antag	697 NFkB inh	Jurkat NFkB inh	Gli-Sufu block	EBI2 antag	CCR6 antag	UBC13 inh	CXCR6 inh
Cc1ccccc1C(=O)N1CCC(C(=O)N2CCN(S(=O)(=O)c3ccccc3F)CC2)CC1	2	27	-2	-18	1	4	2	-4
O=C(Nc1cccc(Cl)c1)OCCN1CCN(Cc2ccccc2)CCC1=O	0	-2	-6	-2	2	2	10	-2

# Next section:
mol	APJ antag	697 NFkB inh	Jurkat NFkB inh	Gli-Sufu block	EBI2 antag	CCR6 antag	UBC13 inh	CXCR6 inh
C[C@@H]1[C@H](O)C[C@@]23COC(=O)C2=CCC[C@@H]3[C@@]1(C)CC/C(=C/CO)CO	-59	21	-10	9	-4	4	4	1
CC1=CC(C)(C)NC(=S)N1c1cccc(Cl)c1	.	.	.	5	3	6	.	5
CCOC(=O)Nc1nnc(Cc2ccc(Cl)c(Cl)c2)s1	-8	26	5	-11	-8	4	-2	-1
O=S(=O)(c1cc(F)ccc1F)N1CCN(C2CCCCC2)CC1	5	20	-2	2	6	-1	4	-4
Cc1cc(S(=O)(=O)N2CCOCC2)ccc1OCC(=O)NCCCn1ccnc1	-1	-9	0	-8	0	10	-5	-3
CCOC(=O)N1CCN(C(=O)c2ccc(N(Cc3ccccc3Cl)S(C)(=O)=O)cc2)CC1	23	17	-7	1	-8	5	6	-1
O=C(O)CN1C(=O)C(=O)N(Cc2ccc(Cl)c(Cl)c2)C1=O	10	-11	-9	-2	-6	4	-2	-1
COC(=O)c1ccc(OCC(O)CN(CCO)CC(O)Cn2ccc3ccccc32)cc1 (stereo unspecified)	-6	-6	-12	.	8	1	9	-12
COc1ccc(OC)c(NC(=O)c2cccc(NC(=O)c3ccccc3)c2)c1	-2	13	-6	47	8	0	-1	4
COc1ccc(S(=O)(=O)NCCc2ccccc2)c2cccnc12	12	8	7	4	-5	5	4	2
CC(=O)Nc1ccc(NC(=O)c2c([N+](=O)[O-])c(C(C)(C)C)nn2C)cc1	18	-6	5	3	-6	11	3	8
Cc1ccc(S(=O)(=O)N2CCOCC2)cc1C(=O)OC1CCCCC1=O (stereo unspecified)	10	7	2	7	-7	1	11	4
C=C(c1ccc2nc(NC(=O)OC)[nH]c2c1)c1cccs1	.	.	.	13	-11	6	.	-2
COc1ccc(Cl)cc1NC(=O)Cn1nnc(C(=O)NCCc2ccc(OC)c(OC)c2)c1N	-11	2	1	-6	-8	11	11	-3
Cc1c(Cl)cccc1N=Cc1ccc([N+](=O)[O-])s1	-60	-10	-6	-4	4	1	-17	7
COC(=O)c1c(C)cc(OC(C)=O)c(C)c1OC(C)=O	7	7	-10	1	-12	0	-3	12
COc1ccc(OC)c(NC(=O)c2ccc3c(=O)n(CCc4ccccc4)c(=S)[nH]c3c2)c1	4	-59	18	6	-10	17	0	15
COc1ccc(N2CCN(C(=O)CCc3nnc4ccc(N5CCCC5)nn34)CC2)cc1	-36	-28	13	9	-2	2	-14	-2
O=C(/C=C/c1c(F)cccc1Cl)Nc1ccncc1	-6	-5	-51	-6	-19	-14	-6	-3
Cc1sc2nc(CSCC(=O)Nc3ccc(C(F)(F)F)cc3)[nH]c(=O)c2c1C	20	-6	-9	1	9	-14	14	-4
O=C(O)c1ccc(N=C2NC(=O)C(CO)(CO)S2)cc1	-13	-42	-37	-18	-4	-2	1	1
NS(=O)(=O)c1cccc(NC(=O)CC23CC4CC(C2)CC(CC(=O)Nc2cccc(S(N)(=O)=O)c2)(C4)C3)c1	-4	15	3	1	-3	7	0	-6
NS(=O)(=O)OCc1ccc(C(F)(F)F)cc1	11	2	14	-13	-6	-2	5	1
CCOc1ccc(NC(=O)CSc2nnc(-c3ccccn3)n2C)cc1	-1	11	-3	0	-8	-9	0	-4
CCC(=O)c1ccc(OCC(=O)Nc2ccc(N3CCOCC3)cc2N2CCOCC2)cc1	-14	-28	13	3	14	4	-5	9
Cc1ccnc(NCn2nnc3ccccc32)c1	4	0	-17	-3	-18	-4	5	-8
Cc1ccc(Cn2nc(C)c(NC(=O)CSc3nc4c(c(C(F)(F)F)n3)CCc3ccccc3-4)c2C)cc1	.	.	.	16	-6	-13	.	-3
Cc1ccc2sc(N3CCN(C(=O)C4=COCCO4)CC3)nc2c1C	18	-2	5	0	-4	3	2	-7
COc1ccc(Nc2oc(-c3ccccc3)nc2C#N)cc1	-33	-18	-42	-21	-7	1	2	-2
COc1ccc(NC(=O)CN2CCC(NC(=O)C3CCCCC3)CC2)cc1	8	6	-3	4	-9	-9	4	-4
O=C(c1cc2c(ccc3ccccc32)o1)N1CCN(c2ncc(C(F)(F)F)cc2Cl)CC1	17	2	8	-4	91*	-2	-9	-3
CCOC(=O)C1CCCN(S(=O)(=O)c2nc3nc(C)cc(C)n3n2)C1 (stereo unspecified)	6	12	13	-1	-10	5	10	-3
Cc1cc(C)cc(NS(=O)(=O)c2cnc(Cl)c(Cl)c2)c1	13	10	-11	2	-3	-10	-8	6
c1n[nH]c(SCCCCSc2ncn[nH]2)n1	5	20	-3	4	-6	-1	12	1
CCN1CCc2c(OCC(=O)Nc3ccc(C)cc3)cccc2C1=O	6	13	11	5	6	4	1	-3
O=C(Nc1nc(-c2cccs2)cs1)c1cccc(S(=O)(=O)N2CCCCC2)c1	18	5	9	32	11	10	3	5
Cc1ccc2nc(SCC(=O)N3CCN(c4ccccc4)CC3)[nH]c2c1	11	24	4	1	6	6	13	-4
CCOc1ccccc1NC(=O)COC(=O)COc1c(Cl)cc(Cl)c2ccc(C)nc12	-11	6	-1	3	-5	6	16	7
N#CC(C#N)=C(N)CSc1cccc[n+]1[O-]	-5	8	-13	2	-10	1	-4	10
O=C(Nc1nnc(-c2cccs2)o1)c1cccc(Oc2ccccc2)c1	-45	16	1	3	-2	34	-19	44*
COCCNc1nnc(Cc2ccc(Cl)cc2)c(=O)[nH]1	10	5	6	-5	-17	11	11	-2
FC(F)(F)c1cnc(N2CCCN(C(=S)Nc3ccccc3)CC2)c(Cl)c1	-3	-46	-17	12	12	3	-3	-2
Cc1ccccc1S(=O)(=O)Cc1ccc(C(=O)NC2CCCC2)o1	3	6	7	-2	-10	2	5	2
CN1CCN(c2nc3ccccn3c(=O)c2/C=C(\C#N)S(=O)(=O)c2ccc(Cl)cc2)CC1	-3	6	6	4	-7	-3	0	18
CCc1cccc(C)c1NC(=O)C1CC(=O)N(C2CCCC2)C1 (stereo unspecified)	4	6	7	-5	-3	-5	-6	-5
Cc1nc2ccc(NC(=O)N3CCSCC3)cc2s1	7	-39	-31	-10	-3	-16	-17	4
COc1ccc(OC)c(NC(=O)CC(Cc2ccccc2OC)C(=O)O)c1 (stereo unspecified)	9	9	8	3	-2	4	-5	-2
Cc1cccc(OC(C)C(=O)Nc2ccc(N3CCCCC3)cc2)c1 (stereo unspecified)	7	10	-8	-6	2	5	-7	8
COc1cccc(NC(=O)CC2(CC(=O)O)CCCC2)c1	11	8	-3	0	-20	-5	2	-8
CCN(CC)S(=O)(=O)c1cc(NC(=O)CSCc2c(C)noc2C)ccc1C	5	-1	-2	6	2	14	-11	0

# (further entries)
mol	APJ antag	697 NFkB inh	Jurkat NFkB inh	Gli-Sufu block	EBI2 antag	CCR6 antag	UBC13 inh	CXCR6 inh
CCOC(=O)c1sc2nc(C)[nH]c(=S)c2c1C	-43	-32	-20	-4	-6	10	-52	9
CC(NC(=O)/C=C/c1ccco1)c1nc2ccccc2n1Cc1ccccc1F (stereo unspecified)	-8	-33	7	-10	1	17	4	11
Cc1ccc2nc(SCC(=O)c3ccc(Cl)s3)[nH]c2c1	16	1	1	-31	10	13	1	-1
NC(=O)c1c(Nc2nc3c(F)cccc3s2)sc2c1CCCC2	-30	-25	-10	1	1	-12	-3	-13
Cc1ccc(C(=O)NC(=S)NNC(=O)c2ccccc2[N+](=O)[O-])cc1	16	12	-1	-2	1	21	-9	8
COc1cccc(OC)c1C(=O)NNC(=O)c1cccc(COc2ccc3c(c2)CCC3)c1	-4	-35	-35	-108	-3	-1	5	-8
CC(Oc1ccc(Br)cc1)C(=O)NCCCN1CCCC1=O (stereo unspecified)	-2	12	-6	22	1	-14	10	0
COc1ccc(N2C(=O)CSC2c2cccc(OC)c2OC)cc1 (stereo unspecified)	.	.	.	3	-1	2	.	2
COc1ccc(OCc2nnc3n2N=C(c2ccc(OC)cc2)CS3)cc1	7	14	16	0	22	10	-1	1
Cc1ccccc1OCCSc1nnc(C)n1-c1ccccc1	13	3	-22	-12	6	11	15	5
CC1C(=O)OC(c2ccc(Cl)cc2)C(C)(C)C1=O (stereo unspecified)	-6	-5	-26	10	-8	3	-2	-5
CCCn1c2ccccc2c2cnn(CC(=O)NCCCN3CCN(c4ccccc4)CC3)c(=O)c21	-2	-21	2	15	5	18	16	5
COc1ccc(-c2csc3nc(-c4ccc(C)cc4)oc(=O)c23)cc1OC	2	-9	-7	-18	-4	2	20	0
Cc1cccc(C)c1NC1=NC(C)(C)N=C(N)N1	14	15	-20	-23	-1	5	0	0
CC(C)c1nnc(NC(=O)C2CCN(c3cnccn3)CC2)s1	-19	9	7	-1	-15	6	7	1
COc1ccc(-c2csc(NC(=O)c3ccccc3F)c2C(=O)O)cc1	14	-33	12	-21	-8	7	0	2
CC(C)CN(C(=O)COC(=O)c1nc(Cl)ccc1Cl)C1CCS(=O)(=O)C1 (stereo unspecified)	-20	-10	-2	-8	-6	7	-11	0
O=C(CSc1nn(-c2ccccc2)c(=S)s1)NC1CCS(=O)(=O)C1 (stereo unspecified)	-19	1	21	-4	1	2	-20	1
CCN(CC)S(=O)(=O)c1cccc(-c2nnc(SCCOc3ccccc3)o2)c1	10	-1	2	-7	34	13	3	10
CC[C@@]12C(=O)N(c3cccc(Br)c3)C(=O)N1[C@H](c1ccc(Cl)cc1)[C@@H]1C(=O)N(C3CCCCC3)C(=O)[C@@H]12	-13	3	-7	-29	-20	-26	5	-25
O=C(O)C1[C@H]2C(=O)N(C3CCCC3)C[C@]23C=C[C@H]1O3 (stereo partly specified)	-2	-3	-6	-6	-14	-4	5	8
Cc1ccccc1C(=O)OC1OC(=O)C(Cl)=C1Nc1ccc(C(=O)O)cc1 (stereo unspecified)	7	16	-8	-2	-8	0	-3	0
Cc1ccccc1OCC(=O)Nc1sc2c(c1C#N)CCC2	4	-15	-18	-29	10	-13	-4	4
Cc1ccccc1OCC(=O)NC(=S)Nc1ccc(S(=O)(=O)NC2CCCCC2)cc1	7	-8	7	12	42	32	-5	22

# Screens as filed in PubChem.
